Bioassay records: PubChem, Sanford-Burnham Center for Chemical Genomics
MIN6 prolif: induces beta-cell replication in MIN6 cells; MIN6 cells proliferation, ATPlite luminescence, 48 h; cells starved in 0.2% serum; 100% = growth in 10% serum; proliferation, % at 10 µM; hit rate 0.29% among 330,000; AID 2380;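 active = compounds whose signal lies at least 3.5 SD above the mean of all wells on their plate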;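 also: 0% = DMSO-treated cells in low-serum medium and 100% = 10% serum control; some compounds called inactive have numbers as strong as hits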
SENP8 block-1: blocks the human protease SENP8 | Q96LD8 | purified SENP8, Z-RLRGG-aminoluciferin cleavage, luminescence | inhibition, % at 10 µM | hit rate 1.2% among 330,000 | AID 2540; in the data active = inhibition above about 50%
Target sequence (Q96LD8 whole entry, looked up): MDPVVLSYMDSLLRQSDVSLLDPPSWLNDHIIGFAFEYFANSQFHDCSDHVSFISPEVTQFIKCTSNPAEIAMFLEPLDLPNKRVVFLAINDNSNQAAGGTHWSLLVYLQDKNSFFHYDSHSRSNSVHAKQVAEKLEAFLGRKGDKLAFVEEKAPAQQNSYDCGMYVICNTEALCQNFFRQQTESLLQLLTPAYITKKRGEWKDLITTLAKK
HKDC1 inh: HKDC1 (human) hexokinase inhibition. Q2TB90. recombinant HKDC1, G6PDH/diaphorase resazurin coupled fluorescence. inhibition, % at 20 µM. hit rate 0.16% among 340,000;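 active = inhibition above about 35% when tested at 20 µM, limit read from the data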;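 also: plate controls were DMSO wells with enzyme for no effect and DMSO wells lacking enzyme for full effect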
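Assay system: recombinant HKDC1 hexokinase; detection: coupled resazurin fluorescence, excitation 525 nm, emission 613 nm; benchmarks: DMSO-plus-enzyme-mix negative control, buffer-substituted positive control; compound dosing: single 20 µM dose; schedule: 90 min at room temperature in dark; also added: glucose plus 1 mM ATP as hexokinase substrates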
SENP8 block-2: SENP8 (human) protease inhibition; hit rate 0.64% among 360,000; AID 602440; Q96LD8; inhibition, % at 20 µM; recombinant SENP8, Nedd8 substrate fluorescence; in the data active = inhibition mostly above about 40%, no sharp cut-off; inactive = mostly below about 27%
SENP1 FRET inh: SENP1 (human) catalytic domain inhibition | Q9P0U3 | recombinant SENP1 catalytic domain, CyPet-SUMO1-YPet FRET cleavage | inhibition, % at 10 µM | hit rate 0.21% among 360,000 | AID 624204;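 active = inhibition at least 30% at 10 µM, raw YFP signal under a set limit, fluorescence ratio 0.5 to 1.5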;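 also: 0% = enzyme with DMSO and 100% = no enzyme wells; some results filed as inactive read as strong as hits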
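System: Recombinant human SENP1 catalytic domain, His6-tagged | Incubation: Enzyme reaction for 50 min at room temperature, dark | Medium: Tris pH 8 with BME, BSA, NP40 and catalase | Also added: 25 nM SUMO1 FRET substrate | Compound: 10 µM single point, 0.5% DMSO | Measured by: FRET fluorescence in CFP and YFP emission channels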
SENP7 block: inhibitors of human SENP7 protease. Q9BQF6. recombinant SENP7, Z-RLRGG-aminoluciferin luminescence, 40 min. inhibition, % at 5 µM. hit rate 1.5% among 330,000. AID 434973;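 active = inhibition above about 50% at the single test dose, limit read from the data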;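 also: plate controls were DMSO with enzyme for no effect and no enzyme buffer wells for full effect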
UBC13 polyUb: inhibitors of human UBC13 polyubiquitin chain formation; AID 485273; hit rate 0.47% among 330,000; P61088; TR-FRET; inhibition, % at 20 µM; in the data active = inhibition above about 45%, passing the limit was not always enough
Target sequence (P61088 whole entry, looked up): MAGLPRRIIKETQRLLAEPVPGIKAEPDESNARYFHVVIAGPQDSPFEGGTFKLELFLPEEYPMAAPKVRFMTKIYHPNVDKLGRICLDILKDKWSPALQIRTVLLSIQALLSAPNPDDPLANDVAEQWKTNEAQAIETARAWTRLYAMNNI
PfG6PD inh: PfG6PD (Plasmodium falciparum) enzyme inhibition; inhibition, % at 20 µM; PfGluPho enzyme, NADPH resazurin-diaphorase fluorescence; hit rate 0.78% among 350,000; AID 504690;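 active = inhibition reaching at least a set limit at 20 µM in the primary screen, cut at about 59% in these data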;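 also: 0% = DMSO wells with substrate and 100% = DMSO wells lacking glucose-6-phosphate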
SENP6 inh: blocks the human protease SENP6; Q9GZR1; hit rate 1.8% among 330,000; AID 2599; inhibition, % at 10 µM; Recombinant SENP6 catalytic domain, aminoluciferin luminescence;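 active = inhibition above about 50% at the single tested dose, limit read from the data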;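 also: plate controls were DMSO wells with enzyme for no effect and DMSO wells lacking enzyme for full effect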
Target sequence (Q9GZR1 628-1112 limits assumed): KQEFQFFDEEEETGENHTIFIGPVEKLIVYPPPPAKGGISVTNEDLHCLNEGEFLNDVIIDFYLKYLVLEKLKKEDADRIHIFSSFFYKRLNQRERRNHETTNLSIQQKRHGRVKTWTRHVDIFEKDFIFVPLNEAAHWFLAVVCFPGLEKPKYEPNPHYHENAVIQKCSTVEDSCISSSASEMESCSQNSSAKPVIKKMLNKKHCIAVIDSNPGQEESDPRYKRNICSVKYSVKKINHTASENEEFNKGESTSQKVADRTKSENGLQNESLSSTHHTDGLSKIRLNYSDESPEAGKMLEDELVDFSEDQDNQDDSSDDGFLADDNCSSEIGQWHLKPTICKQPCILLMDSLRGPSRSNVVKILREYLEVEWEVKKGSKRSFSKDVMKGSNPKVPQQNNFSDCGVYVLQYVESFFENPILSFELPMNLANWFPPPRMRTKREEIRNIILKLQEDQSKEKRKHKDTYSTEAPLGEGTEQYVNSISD
Numbers without * were called inactive; . = no result given. This is a random part of the collection; any-hit rate near 4%.

Sequence of screens – SENP6 inh, HKDC1 inh, SENP1 FRET inh, SENP7 block, SENP8 block-2, UBC13 polyUb, PfG6PD inh, SENP8 block-1, MIN6 prolif
COc1ccc(Cc2nc3ccc(C(=O)NCCCSC)cc3o2)cc1OC
  8.8, -0.2, -2.7, 5.5, 16.8, -1.9, -19.0, 2.8, -1.4
COc1ccc(C(=O)NCC(=O)OCC(=O)Nc2cc(OC)ccc2OC)cc1
  -5.3, 5.6, 0.4, -8.0, 17.9, -9.2, -17.9, -7.0, 0.7
CC(=O)Nc1ccc(Nc2nc(C)nc3c2nnn3Cc2ccccc2Cl)cc1
  9.2, -1.0, -13.8, -5.3, -117.4, 5.1, 8.5, -1.0, -0.2
CC1CC1C(=O)OCC(=O)NCc1ccc(Cl)cc1 (stereo not given)
  -10.2, -1.5, 1.4, 12.7, -2.0, 9.0, 7.3, -5.6, 0.3
O=C(CCC(=O)N(CC(=O)NC1CCCCC1)Cc1ccccc1)Nc1ccccn1
  -28.3, 11.6, 3.9, -2.9, 9.5, 2.8, 6.1, -2.3, 2.2
CCOC(=O)CC1(NC(=O)c2cc(COc3c(F)cccc3F)on2)CCCCC1
  2.8, -7.2, 1.2, -4.2, -19.0, -3.1, 15.2, 4.0, 0.3
CCOc1ccc(NS(=O)(=O)c2ccc(NC(=S)NC(=O)C(C)C)cc2)cc1
  -21.0, -2.5, 1.0, -2.8, 20.3, 1.9, 1.4, -6.8, -2.8
O=C(CSc1ccc(-c2cccnc2)nn1)Nc1ccccc1C(F)(F)F
  -4.8, 4.2, -1.0, 5.0, 11.8, -4.2, -13.2, 1.6, 4.5
CC1(C)CC(NC(=O)c2cc([N+](=O)[O-])cc([N+](=O)[O-])c2)CC(C)(C)N1
  0.3, 6.0, 2.4, -3.3, 25.4, -4.7, 8.2, -5.7, -3.9
COC(=O)c1cc(-c2ccc(Cl)cc2)n(-c2ccc(S(N)(=O)=O)cc2)n1
  -2.1, 12.2, 1.5, 6.5, 8.3, 4.7, -4.4, 3.6, -1.4
CCc1nccn1S(=O)(=O)c1ccc(C)c(C)c1
  -6.7, -6.1, 1.3, 11.4, 6.9, 2.8, -12.7, -7.4, 0.4
CCOC(=O)/C=C(/C)N1N=C(c2ccc(OC)cc2)CC1c1cccc([N+](=O)[O-])c1 (stereo not given)
  -1.5, -6.3, -2.8, 8.0, -13.3, -1.9, -4.0, -13.8, 2.2
Cn1c(C(=O)O)c(CC(=O)Nc2ccccc2F)c2ccccc21
  -13.5, 7.3, 1.4, -1.9, 9.6, 1.2, -12.2, -0.6, -3.3
COc1ccc([N+](=O)[O-])cc1NC(=O)c1cc(C)c(C)o1
  -9.2, 4.2, 1.0, -6.7, 10.5, -28.1, 1.3, -10.5, -0.2
CC(C(=O)Nc1nc2ccccc2s1)n1cc([N+](=O)[O-])cn1 (stereo not given)
  18.4, 0.4, 4.0, 4.4, 3.4, -2.6, 8.3, -0.9, -1.1
CSc1cc(/C=N/O)c(SC)s1
  -7.8, -4.6, 3.5, 2.8, 21.4, 4.5, 11.6, 9.4, 0.2
Cc1cccc(C)c1NC(=O)CN(C)C(=O)C(c1ccccc1)c1ccccc1
  13.5, -5.3, 0.6, 91.0*, 3.9, -0.9, 2.4, 0.8, -1.7
Brc1ccc(CNc2cc3c(cc2Br)OCCO3)cc1
  -9.8, -1.2, -0.1, 1.9, 6.1, 7.2, 8.3, -12.6, -0.3
Cn1ccnc1SCC(=O)Nc1cccc(C#N)c1
  2.5, 2.4, 1.2, 6.1, 11.2, -3.0, 3.0, 8.1, 4.0
COc1ccc2c(C)nc(Nc3nc(C)cc(C)n3)nc2c1
  6.8, -8.4, -18.4, -2.6, -17.4, 8.8, 14.3, 2.3, -0.7
C/C(=N\NC(=O)c1c(Cl)c(C)nn1C)c1cccc(NC(=O)COc2ccc(Cl)cc2)c1
  -3.2, -3.0, 2.3, -1.9, 21.4, 1.2, 12.5, -2.0, -2.9
Cc1cc2c(cc1C)NC(=O)CC(c1ccccc1)=N2
  ., -1.7, 0.3, ., 16.5, ., 18.7, ., .
O=C(c1ccco1)N1CCN(C(=O)c2ccccc2Oc2ccccc2)CC1
  12.3, -6.6, 1.1, 4.6, 19.8, -4.7, 1.8, 3.3, -3.1
O=C(NC(=O)c1csnn1)Nc1ccccc1Cl
  -12.8, -4.4, -1.7, 16.6, 5.2, -16.5, 6.2, -0.3, 0.5
COc1ccccc1-c1ocnc1C(=O)N1CCN(S(=O)(=O)c2ccc(NC(C)=O)cc2)CC1
  -34.0, 5.0, -0.7, -0.8, -1.1, -1.6, -4.4, 4.7, 0.3
CC1CCC(CN2CCN=C2N(C)C)CC1 (stereo not given)
  -19.7, -1.3, 2.8, 6.5, 2.5, -9.7, -9.2, -15.4, -2.1
CS(=O)(=O)N(CCc1ccccc1)CC(=O)NCc1cccnc1
  -7.8, -3.1, 3.5, -3.0, 24.4, 0.3, -12.2, 2.2, -1.9
COC(=O)c1ccccc1NC(=O)C(=O)NCc1ccncc1
  -6.4, 5.4, 1.2, -2.5, 9.6, 4.6, -6.8, 0.9, -1.5
COc1ccc(-c2cc(Cl)cc3c(=O)c4ccccc4n(C)c23)cc1F
  -11.3, 3.6, -27.0, -1.0, -493.1, 16.7, 12.5, -4.0, -3.1
CCOC(=O)c1cc(OC(=O)c2cccs2)n(-c2ccccc2)n1
  -6.5, 6.6, 1.2, -7.0, 2.2, -2.1, -1.8, -6.2, -1.6
CS(=O)(=O)N1CCC2(CC1)OCCN2S(=O)(=O)c1ccccc1
  -10.6, 0.3, 0.7, 5.2, 11.8, 0.0, -6.9, -5.2, 6.1
COc1ccc(CCNCCC(=O)Nc2c(C)cc(C)cc2C)cc1OC
  -2.1, -0.5, 1.8, 2.7, 5.0, -4.7, -1.8, -4.6, 0.5
COc1ccc(CN(C)CC(=O)NC(C)c2ccccc2)cc1OC (stereo not given)
  -0.5, -2.0, 1.3, -0.5, 8.3, -5.1, -3.7, 9.9, -2.5
CCN(CC)C(=O)CSc1nc2ccc(NC(=O)CSc3nccn3C)cc2s1
  1.4, 3.8, -5.4, -0.5, -9.5, 5.1, 6.0, 1.5, -3.2
Cc1ccc(N2C(=O)C3C4C=CC(C4)C3C2=O)cc1C (stereo not given)
  14.0, 0.0, -1.8, 13.5, 13.9, -4.7, -12.4, 6.8, -2.3
O=c1c2ccccc2c(C=Nc2ccc(S(=O)(=O)N3CCCCC3)cc2)c(O)n1-c1ccc(Cl)cn1
  4.1, -2.6, -85.6, 0.6, -15.1, 2.9, -14.8, 5.2, 0.0
CC(=O)c1ccc(N2CCN(C(=O)C3CCC3)CC2)cc1
  -21.9, -12.8, 0.3, -2.5, -35.1, -6.4, -6.3, -7.8, -3.7
O=c1[nH]c(C2CCN(S(=O)(=O)c3ccccc3)CC2)nc2c1nnn2Cc1ccc2c(c1)OCCO2
  -7.6, 5.5, -0.2, -0.1, 5.1, 4.5, -32.0, 4.8, -3.7
O=c1c2ccccc2nc(-c2ccc([N+](=O)[O-])cc2)n1O
  -17.5, -5.0, -1.0, -1.0, 10.2, -2.3, 4.1, 4.4, -0.7
COc1cc(C(=O)NCc2nnc(SCC(=O)Nc3cc(C)cc(C)c3)o2)cc(OC)c1OC
  0.1, 2.4, 0.0, 4.8, 12.3, 7.6, -4.3, -8.1, 3.2
CCN1C(=O)/C(=C2/Sc3ccc(OC)cc3N2C)SC1=Nc1ccc(OC)cc1
  0.9, -10.2, -144.3, -0.2, -316.7, -2.2, 9.5, -1.9, -1.1
CCCCN1C(=S)NC[C@@H]1Cc1ccccc1
  -3.7, 3.6, 1.1, 11.9, 6.3, -0.8, -13.7, 9.9, 0.1
O=C(O)CCCC(=O)N1N=C(c2ccccc2)CC1c1ccc2c(c1)OCO2 (stereo not given)
  11.7, -3.2, 0.1, -0.5, 5.0, -1.1, -10.5, -7.9, -1.6
Cc1ccc(S(=O)(=O)NN2C(=O)/C(=C/c3ccc(C(=O)O)cc3)SC2=S)cc1
  -3.4, 4.5, 1.1, -1.7, 10.4, -12.5, -18.2, -0.1, 1.5
Cc1cc(O)cc(O)c1C(=O)Cc1cscn1
  -9.1, -2.0, -0.3, -0.9, 8.2, -2.1, 24.3, -1.0, -2.7
Cc1nnc(SCC2=C(C(=O)O)N3C(=O)C(NC(=O)Cn4nc(C)c(Cl)c4C)C3SC2)s1 (stereo not given)
  -16.4, -11.0, 2.2, 4.1, 12.0, -5.1, 16.8, 5.5, -3.1
CC(=O)Nc1ccc(N)cc1
  2.0, 2.7, -0.6, -1.0, 9.1, 4.1, 10.3, 14.7, -2.5
COc1cccc(NC(=O)N(CCCN2CCOCC2)C(C)c2cc3ccccc3o2)c1 (stereo not given)
  -3.9, 13.7, 1.5, 1.2, 20.9, -1.0, -8.9, -0.9, 1.2
CCN1C(=O)C2C(c3cccc(F)c3)NC(CC)(C(=O)OC)C2C1=O (stereo not given)
  -6.4, -2.2, 0.0, -4.6, 0.4, -24.6, 1.7, -7.8, 1.2
Cc1ncsc1CCOC(=O)c1cccnc1
  -4.8, 10.2, 1.7, -4.4, 10.5, 6.7, 6.7, -2.9, -3.1
COc1cc(N2C(=O)C=CC2=O)c(OC)cc1Cl
  -4.9, -6.5, -1.0, 12.3, 19.3, -8.5, 72.1*, -12.7, -6.2
O=C(N/N=C/c1ccc2c(c1)OCO2)c1ccc2ccccc2n1
  -3.6, -4.9, 1.0, 1.4, -199.8, -3.2, -0.1, -0.8, -0.2
CCOC(=O)Cn1nc(/C=C/c2ccccc2)ccc1=O
  -10.5, -5.4, 2.3, 5.6, -343.0, 3.2, -1.1, -12.8, -3.1
CCCc1nnc(NC(=O)OCC)s1
  -9.2, -10.5, 0.1, -3.4, 10.4, -9.4, 2.0, -2.3, -1.9
CCC1(CC)C(=O)N=C2c3ccccc3C(=O)N21
  -1.6, -3.3, 1.6, 4.5, 16.7, 1.4, -6.0, -0.6, -2.9
Oc1ccc2n[nH]nc2c1
  11.1, -10.7, 2.1, -0.7, -11.4, 5.7, -9.9, 6.0, -2.1
CCN(CC)C(=O)Oc1ccc2c(=O)c(-c3ccccc3)coc2c1
  81.2*, 0.3, 1.4, 70.6*, 0.0, -8.3, 5.2, 53.5*, -4.0
CSc1ccccc1C(=O)NCCCn1ccnc1
  -16.3, -2.9, -0.4, -14.6, 13.9, -0.3, 9.7, -9.7, -1.1
CCOc1cc(N2CCOCC2)c(OCC)cc1NC(=O)c1oc2ccccc2c1C
  11.3, -7.0, 2.4, -5.7, 2.0, 2.9, 17.5, 7.7, 0.1
O=C(O)CCCCCN1C(=O)C(=O)/C(=C(/O)c2ccccc2)C1c1ccccc1 (stereo not given)
  ., -5.9, -0.8, ., 24.5, ., -2.3, ., .
Cc1ccc(N2CC(C(=O)Nc3cc(C)ccc3F)CC2=O)cc1 (stereo not given)
  12.6, -5.3, -11.0, 1.5, 21.6, 9.8, 6.7, -1.3, 1.2
CCOC(=O)C1CCN(C(c2cc3c(C)ccc(C)c3[nH]c2=O)c2nnnn2C2CCCCC2)CC1 (stereo not given)
  23.5, 3.4, -15.2, 2.9, -47.1, 26.5, -4.8, 8.8, -2.1
